Assay outcomes from PubChem BioAssay.
PvdQ acylase: P. aeruginosa PvdQ acylase inhibitors, primary screen, biochemical, fluorescence, plate reader and imaging, single point | inhibition, % at 10 µM | purified PvdQ acylase | PvdQ acylase [Pseudomonas aeruginosa LESB58] | 340,000 tested, 0.063% active | AID 488965, 2010; in the data active = inhibition above about 30%, passing the limit was not always enough; inconclusive = no clear call, values can overlap the other calls;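 note: 0% = vehicle neutral wells and 100% = reference inhibitor wells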
SUMO Mot1 rescue: yeast Mot1-301 growth rescue at high temperature, primary screen, SUMOylation pathway inhibitor project, S. cerevisiae, ATP luminescence, 38.5C; 320,000 tested, 1% active; S. cerevisiae Mot1-301 growth rescue; percent above DMSO median, 100 means doubled; AID 2716, 2010; growth rescue, % at 18.8 µM;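 active = every valid replicate shows activation above 250% relative to neutral control wells; inactive = the rest, any valid replicate at or below 250%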;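 note: OY570 slx delta 5 strain wells were the positive control but not used for scaling; some compounds called inactive have numbers as strong as hits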
NSD2 inh: NSD2 histone methyltransferase inhibitors, primary screen, biochemical, AlphaScreen, single concentration, set 2. Histone-lysine N-methyltransferase NSD2 (Homo sapiens), O96028. NSD2 peptide methylation, 120 min. inhibition, % at 12.5 µM. 310,000 tested, 0.54% active. AID 743445, 2014; in the data active = inhibition above about 50%
Target sequence (O96028 whole entry, looked up): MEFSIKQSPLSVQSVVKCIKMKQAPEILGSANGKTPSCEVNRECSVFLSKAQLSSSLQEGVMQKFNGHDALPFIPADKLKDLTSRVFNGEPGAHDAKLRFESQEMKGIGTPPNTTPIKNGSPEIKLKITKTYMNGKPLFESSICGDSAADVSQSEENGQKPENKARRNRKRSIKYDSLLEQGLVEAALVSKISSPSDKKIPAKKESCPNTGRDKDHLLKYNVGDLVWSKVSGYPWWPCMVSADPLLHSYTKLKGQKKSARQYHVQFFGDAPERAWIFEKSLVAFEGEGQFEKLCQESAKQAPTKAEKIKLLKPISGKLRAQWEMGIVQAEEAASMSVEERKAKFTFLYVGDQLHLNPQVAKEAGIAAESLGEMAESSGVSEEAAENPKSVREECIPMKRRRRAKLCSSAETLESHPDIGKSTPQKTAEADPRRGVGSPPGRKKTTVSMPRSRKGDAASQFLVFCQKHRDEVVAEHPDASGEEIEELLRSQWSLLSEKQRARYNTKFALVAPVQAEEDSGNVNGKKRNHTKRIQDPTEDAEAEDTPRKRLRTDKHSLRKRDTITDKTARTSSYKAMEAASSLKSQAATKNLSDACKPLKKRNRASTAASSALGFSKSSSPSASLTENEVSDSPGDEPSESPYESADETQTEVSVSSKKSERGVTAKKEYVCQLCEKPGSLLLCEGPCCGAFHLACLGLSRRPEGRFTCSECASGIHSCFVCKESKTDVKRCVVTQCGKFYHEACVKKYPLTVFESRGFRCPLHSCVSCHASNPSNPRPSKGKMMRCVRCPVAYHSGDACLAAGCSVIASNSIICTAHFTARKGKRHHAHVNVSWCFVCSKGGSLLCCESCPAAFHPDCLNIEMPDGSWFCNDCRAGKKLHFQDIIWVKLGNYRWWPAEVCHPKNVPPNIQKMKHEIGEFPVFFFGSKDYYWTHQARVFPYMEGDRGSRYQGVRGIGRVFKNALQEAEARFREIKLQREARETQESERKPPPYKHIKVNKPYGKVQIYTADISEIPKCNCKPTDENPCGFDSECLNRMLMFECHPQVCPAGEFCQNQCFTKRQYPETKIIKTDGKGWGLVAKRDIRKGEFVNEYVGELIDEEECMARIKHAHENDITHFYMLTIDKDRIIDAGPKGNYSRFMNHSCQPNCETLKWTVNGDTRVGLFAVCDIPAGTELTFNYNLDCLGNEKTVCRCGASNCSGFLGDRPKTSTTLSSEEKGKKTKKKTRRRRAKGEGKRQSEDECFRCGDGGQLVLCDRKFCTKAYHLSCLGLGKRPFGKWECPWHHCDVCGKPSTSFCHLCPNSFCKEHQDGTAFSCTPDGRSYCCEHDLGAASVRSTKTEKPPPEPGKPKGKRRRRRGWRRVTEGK
PfHsp90 yeast 2: growth inhibition of PfHsp90-expressing yeast, primary screen, antimalarial PfHsp90 inhibitor project, S. cerevisiae, BacTiter-Glo luminescence, single point, set 2; 310,000 tested, 0.32% active; BacTiter-Glo ATP, 48 h; yeast lacking PDR1 and PDR3 efflux regulators; inhibition, % at 9.4 µM;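 active = every replicate shows inhibition above about 80%, whatever the replicate mean, limit read from the data; inconclusive = mean inhibition reaches the set limit but some replicate falls short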;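 note: 0% = DMSO neutral controls and 100% = 20 µM radicicol positive controls; yeast relying on Plasmodium falciparum Hsp90 in place of its own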
CDK5 p35 inh: inhibitors of human CDK5/p35 kinase, primary screen, biochemical, single concentration; Cyclin-dependent kinase 5 (Homo sapiens) + Cyclin-dependent kinase 5 activator 1 (Homo …; Recombinant CDK5/p35, ADP-Glo luminescence, 60 min; inhibition, % at 10 µM; 330,000 tested, 0.01% active;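 active = highest replicate inhibition of at least 50% and at least 75% of replicates reaching 50%; inconclusive = only one of the two criteria met; inactive = both criteria failed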;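 note: plate controls were DMSO neutral control for no effect and GW8510 at 10 µM for full effect; many of its hits are not listed in these tables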
LANA DNA inh: inhibitors of KSHV C-LANA binding to DNA, primary screen, biochemical, fluorescence polarization, FAM-LBS DNA, MBP-C-LANA, single point | Kaposi's sarcoma herpesvirus LANA C-terminal domain (residues 932-1162) DNA binding | 340,000 tested, 0.078% active | inhibition, % at 9 µM;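 active = highest replicate inhibition at or above 60% at 9 µM, even if other replicates fall short; inactive = all replicates below 60% inhibition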;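 note: 0% = neutral control wells and 100% = 4 µM acridine orange control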
RTF Ca sens inh: cardiac RTF calcium sensitivity inhibitors, primary screen, biochemical, IANBD-TnC fluorescence, EC70 calcium | Troponin I, cardiac muscle (Homo sapiens) + Troponin T, cardiac muscle (Homo sapiens) + … | IANBD-labeled cardiac RTF, Ca2+ fluorescence | inhibition, % at 7.15 µM | 340,000 tested, 0.12% active | AID 493244, 2011;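 active = inhibition above the mean inhibition of all tested compounds plus 3 SD, cut at about 17% in these data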;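 note: assay run at fixed EC70 calcium of 1.6 mM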
Keap1-Nrf2 PPI: Keap1-Nrf2 protein-protein interaction inhibitors, primary screen, biochemical, fluorescence polarization, single point; 340,000 tested, 0.15% active; inhibition, % at 9.4 µM; Kelch-like ECH-associated protein 1 (Homo sapiens), Q14145; Keap1 Kelch-Nrf2 peptide fluorescence polarization, 1536-well; in the data active = inhibition above about 12%; inconclusive = no clear call, values can overlap the other calls; inactive = below about 7.3%;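 note: human Keap1 Kelch domain with fluorescein labeled Nrf2 9mer peptide probe; 0% = neutral control wells and 100% = peptide positive control; higher means more block of Keap1 binding to Nrf2 peptide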
RTF Ca sens act: cardiac RTF calcium sensitivity activators, primary screen, biochemical, IANBD-TnC fluorescence, EC20 calcium. activation, % at 7.2 µM. AID 493008, 2010. IANBD-labeled TnC RTF fluorescence at EC20 calcium; 0% EC20 calcium, 100% full calcium. 340,000 tested, 0.24% active;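 active = activation above the mean over all tested compounds plus 3 SD, cut at about 30% in these data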;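 note: rise in fluorescence read as greater calcium sensitivity of cardiac thin filaments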
dFosB act: activators of delta FosB homodimer, primary screen, biochemical, fluorescence polarization, TAMRA-CDK5 oligo, single point | Protein FosB (Mus musculus), P13346 | 340,000 tested, 0.99% active | purified delta FosB; percent of positive-control signal above neutral wells | activation, % at 25 µM | AID 493131, 2011;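 active = mean activation above about 17%, with every replicate also reaching it, limit read from the data, passing the limit was not always enough; inconclusive = only one of the two conditions met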;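 note: fluorescence polarization rise as delta FosB binds a TAMRA Cdk5 AP-1 oligo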
Rtt109 HAT inh: inhibitors of C. albicans Rtt109/Vps75 HAT, primary screen, biochemical, ThioGlo CoA-SH fluorescence, plate reader; Histone acetyltransferase RTT109 (Candida albicans (strain SC5314 / ATCC MYA-2876)), …; 330,000 tested, 0.16% active; inhibition, % at 34.9 µM; purified Rtt109/Vps75, 4 h;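 active = inhibition of at least 50% in every replicate; inconclusive = best replicate reaches 50% inhibition but some replicates fall short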
* marks the source's active call; other numbers are inactive results.

CS(=O)(=O)Cc1ccc(C(=O)NC2CCCc3ccccc32)cc1 (stereo not given) was read as PvdQ acylase -6, SUMO Mot1 rescue -5, NSD2 inh 0, PfHsp90 yeast 2 -12, CDK5 p35 inh -0.1, LANA DNA inh 0.7, RTF Ca sens inh -40, Keap1-Nrf2 PPI 2, RTF Ca sens act 2, dFosB act -1 and Rtt109 HAT inh -7.
`CCCCC(=O)N1CC(=O)Nc2ccc(F)cc2C1c1ccccc1` (stereo not given) gave PvdQ acylase -10, SUMO Mot1 rescue 706, NSD2 inh -3, PfHsp90 yeast 2 -9, CDK5 p35 inh -1.1, LANA DNA inh -0.8, RTF Ca sens inh -1, Keap1-Nrf2 PPI 3, RTF Ca sens act -5, dFosB act 1 and Rtt109 HAT inh -1.
Screening Cc1c(NC(=O)CN2C(=O)NC(CCc3ccccc3)C2=O)c(=O)n(-c2ccccc2)n1C (stereo not given) returned PvdQ acylase -13, SUMO Mot1 rescue -4, NSD2 inh -1, PfHsp90 yeast 2 -6, CDK5 p35 inh -0.2, LANA DNA inh -1.4, RTF Ca sens inh -5, Keap1-Nrf2 PPI -2, RTF Ca sens act 4, dFosB act -4 and Rtt109 HAT inh -1.
Screening CCCCN(C(=O)c1ccc(N2CCCC2=O)cc1)c1c(N)n(Cc2ccccc2)c(=O)[nH]c1=O returned PvdQ acylase -7, SUMO Mot1 rescue -25, NSD2 inh -1, PfHsp90 yeast 2 -1, CDK5 p35 inh -0.6, LANA DNA inh 0.1, RTF Ca sens inh -13, Keap1-Nrf2 PPI 0, RTF Ca sens act -4, dFosB act 1 and Rtt109 HAT inh -1.
`Fc1ccc(C2CC(c3cccs3)=NN2c2ccccc2)cc1` (stereo not given) gave PvdQ acylase -8, NSD2 inh -30, PfHsp90 yeast 2 -11, CDK5 p35 inh 1.4, LANA DNA inh -1.5, RTF Ca sens inh 1, Keap1-Nrf2 PPI 0, RTF Ca sens act -4, dFosB act 1 and Rtt109 HAT inh -21.
For CCCCCC(=O)c1ccc(O)cc1O the results were PvdQ acylase 5, SUMO Mot1 rescue 22, NSD2 inh 0, PfHsp90 yeast 2 -34, CDK5 p35 inh -0.3, LANA DNA inh 0.4, RTF Ca sens inh 5, Keap1-Nrf2 PPI 0, RTF Ca sens act -3, dFosB act -1 and Rtt109 HAT inh 6.
For Cc1ccc(C(=O)C2=C(O)C(=O)N(CCCN3CCOCC3)C23C(=O)N(C)c2ccccc23)o1 (stereo not given) the results were PvdQ acylase 2, SUMO Mot1 rescue -8, NSD2 inh -3, PfHsp90 yeast 2 -2, CDK5 p35 inh 0.3, LANA DNA inh 3.9, RTF Ca sens inh -3, Keap1-Nrf2 PPI 3, RTF Ca sens act 1, dFosB act 5 and Rtt109 HAT inh 3.
Screening Cn1c(Cl)c(/C=N/OC(=O)c2ccc(Cl)cc2)c2ccccc21 returned PvdQ acylase 1, SUMO Mot1 rescue 3, NSD2 inh 2, PfHsp90 yeast 2 -43, CDK5 p35 inh -1.2, LANA DNA inh 0.1, RTF Ca sens inh -2, Keap1-Nrf2 PPI 1, RTF Ca sens act -2, dFosB act -3 and Rtt109 HAT inh -15.
Screening N#Cc1c(-c2ccccc2Cl)cc(C2CC2)nc1N returned PvdQ acylase -7, SUMO Mot1 rescue 8, NSD2 inh -3, PfHsp90 yeast 2 5, CDK5 p35 inh 0.6, LANA DNA inh 0.9, RTF Ca sens inh -1, Keap1-Nrf2 PPI 2, RTF Ca sens act 1, dFosB act 3 and Rtt109 HAT inh -2.
For O=C(CCN1C(=O)c2cccc3cccc(c23)C1=O)NCC1CCCO1 (stereo not given) the results were PvdQ acylase -6, SUMO Mot1 rescue 421, NSD2 inh -1, PfHsp90 yeast 2 -37, CDK5 p35 inh 0.0, LANA DNA inh -0.6, RTF Ca sens inh 6, Keap1-Nrf2 PPI 2, RTF Ca sens act -1, dFosB act 4 and Rtt109 HAT inh -5.
For O=C(NN=C1C2CC3CC1CC(Cl)(C3)C2)c1cccs1 the results were PvdQ acylase -12, SUMO Mot1 rescue 3, NSD2 inh 0, PfHsp90 yeast 2 3, CDK5 p35 inh -1.1, LANA DNA inh 0.2, RTF Ca sens inh -8, Keap1-Nrf2 PPI 0, RTF Ca sens act 3, dFosB act -3 and Rtt109 HAT inh 10.
Screening CC(=O)Nc1ccccc1NS(=O)(=O)c1ccccc1[N+](=O)[O-] returned PvdQ acylase -12, SUMO Mot1 rescue -31, NSD2 inh -9, PfHsp90 yeast 2 17, CDK5 p35 inh -3.8, LANA DNA inh 0.2, RTF Ca sens inh -6, Keap1-Nrf2 PPI -3, RTF Ca sens act 4, dFosB act 1 and Rtt109 HAT inh -9.
For Cn1nc(-c2ccccc2)c(-c2nc(-c3cccc(Cl)c3)no2)c1Cl the results were PvdQ acylase -20, SUMO Mot1 rescue 109, NSD2 inh 0, PfHsp90 yeast 2 -17, CDK5 p35 inh -2.5, LANA DNA inh 1.3, RTF Ca sens inh 1, Keap1-Nrf2 PPI -3, RTF Ca sens act -8, dFosB act -4 and Rtt109 HAT inh 0.
Screening COc1ccc(OC)c2nc(-c3cccnc3)ccc12 returned PvdQ acylase 1, SUMO Mot1 rescue 29, NSD2 inh 29, PfHsp90 yeast 2 -16, CDK5 p35 inh 0.9, LANA DNA inh 1.0, RTF Ca sens inh -1, Keap1-Nrf2 PPI -7, RTF Ca sens act 3, dFosB act 3 and Rtt109 HAT inh -1.
`COCOc1ccc(C=O)c(O)c1` gave PvdQ acylase -2, SUMO Mot1 rescue 15, PfHsp90 yeast 2 5, CDK5 p35 inh -1.7, LANA DNA inh 1.6, RTF Ca sens inh -3, Keap1-Nrf2 PPI 3, RTF Ca sens act 3, dFosB act 4 and Rtt109 HAT inh -4.
For CCN(CC)c1ccc(N/C(N)=N/c2nc(C(F)(F)F)cc(=O)[nH]2)cc1 the results were PvdQ acylase -5, SUMO Mot1 rescue -4, NSD2 inh 6, PfHsp90 yeast 2 12, CDK5 p35 inh 0.7, LANA DNA inh -0.3, RTF Ca sens inh -6, Keap1-Nrf2 PPI -1, RTF Ca sens act 5, dFosB act -11 and Rtt109 HAT inh -4.
For O=C(CCCCn1c(=S)[nH]c2ccsc2c1=O)NCc1ccc2c(c1)OCO2 the results were PvdQ acylase 12, SUMO Mot1 rescue -18, PfHsp90 yeast 2 -33, CDK5 p35 inh -1.0, LANA DNA inh -0.4, RTF Ca sens inh 15, Keap1-Nrf2 PPI -3, RTF Ca sens act 0, dFosB act 125* and Rtt109 HAT inh 8.
`COc1ccc(C2Nc3ccc4ccccc4c3-c3c2c(=O)oc2ccccc32)cc1` (stereo not given) gave PvdQ acylase 6, SUMO Mot1 rescue -8, NSD2 inh -3, PfHsp90 yeast 2 -2, CDK5 p35 inh 5.4, LANA DNA inh -0.4, RTF Ca sens inh 5, Keap1-Nrf2 PPI -1, RTF Ca sens act -22, dFosB act inconclusive and Rtt109 HAT inh 39.
For COC(=O)c1cc(OC)c(OC)cc1NC(=S)N1CCCC(CO)C1 (stereo not given) the results were PvdQ acylase -12, SUMO Mot1 rescue 257, NSD2 inh 0, PfHsp90 yeast 2 -42, CDK5 p35 inh 0.4, LANA DNA inh 0.6, RTF Ca sens inh -8, Keap1-Nrf2 PPI 1, RTF Ca sens act 5, dFosB act -6 and Rtt109 HAT inh -1.
For CC(=O)c1ccc(-c2ccc(C(=O)N3CCC(C(N)=O)CC3)o2)cc1 the results were PvdQ acylase -4, SUMO Mot1 rescue 21, NSD2 inh -3, CDK5 p35 inh -1.2, LANA DNA inh 0.5, RTF Ca sens inh -2, Keap1-Nrf2 PPI -11, RTF Ca sens act 10, dFosB act -10 and Rtt109 HAT inh -2.
`COCc1cc(C)nc(Nc2ccc(C)c(C)c2)c1C#N` gave PvdQ acylase -13, SUMO Mot1 rescue -12, NSD2 inh 0, PfHsp90 yeast 2 4, CDK5 p35 inh -2.8, LANA DNA inh -0.8, RTF Ca sens inh -1, Keap1-Nrf2 PPI 0, RTF Ca sens act 0, dFosB act -6 and Rtt109 HAT inh -8.
Nc1nc(NCc2ccccc2)nc(NCCO)c1[N+](=O)[O-] was read as PvdQ acylase 5, SUMO Mot1 rescue 12, NSD2 inh 0, PfHsp90 yeast 2 3, CDK5 p35 inh 2.2, LANA DNA inh -5.9, RTF Ca sens inh 0, Keap1-Nrf2 PPI -3, RTF Ca sens act -3, dFosB act -5 and Rtt109 HAT inh -4.
For Cc1cc(=O)n2nc(N3CCC(C(=O)N4CCN(c5ccccc5)CC4)CC3)sc2n1 the results were PvdQ acylase -15, SUMO Mot1 rescue -13, NSD2 inh 1, PfHsp90 yeast 2 12, CDK5 p35 inh -1.7, LANA DNA inh -0.7, RTF Ca sens inh -11, Keap1-Nrf2 PPI -2, RTF Ca sens act 2, dFosB act -7 and Rtt109 HAT inh -4.
For COc1cc(NC(=O)C2CC(=O)NC3=C2C(=O)CCC3)c(OC)cc1Cl (stereo not given) the results were PvdQ acylase -21, SUMO Mot1 rescue 15, NSD2 inh 0, PfHsp90 yeast 2 25, CDK5 p35 inh 1.0, LANA DNA inh 0.3, RTF Ca sens inh -7, Keap1-Nrf2 PPI -3, RTF Ca sens act -1, dFosB act -8 and Rtt109 HAT inh -3.
